SENP7 block: blocks the human protease SENP7 | Q9BQF6 | recombinant SENP7, Z-RLRGG-aminoluciferin luminescence, 40 min | inhibition, % at 5 µM | 330,000 compounds, 1.5% hits;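 active = inhibition above about 50% at the single test dose, limit read from the data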;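 note: plate controls were DMSO with enzyme for no effect and no enzyme buffer wells for full effect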
SENP6 block: blocks the human protease SENP6 | Q9GZR1 | Recombinant SENP6 catalytic domain, aminoluciferin luminescence | inhibition, % at 10 µM | 330,000 compounds, 1.8% hits | AID 2599;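 active = inhibition above about 50% at the single tested dose, limit read from the data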;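 note: plate controls were DMSO wells with enzyme for no effect and DMSO wells lacking enzyme for full effect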
SENP8 block-1: inhibitors of human SENP8 protease | 360,000 compounds, 0.64% hits | Q96LD8 | inhibition, % at 20 µM | AID 602440 | recombinant SENP8, Nedd8 substrate fluorescence; in the data active = inhibition mostly above about 40%, no sharp cut-off; inactive = mostly below about 27%
Target sequence (Q96LD8 whole entry, looked up): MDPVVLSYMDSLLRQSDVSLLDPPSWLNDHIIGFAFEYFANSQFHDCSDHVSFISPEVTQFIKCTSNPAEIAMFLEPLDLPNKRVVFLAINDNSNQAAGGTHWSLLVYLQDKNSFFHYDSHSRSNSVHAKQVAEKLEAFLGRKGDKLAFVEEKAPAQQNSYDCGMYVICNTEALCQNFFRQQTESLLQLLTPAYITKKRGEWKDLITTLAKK
SENP8 block-2: inhibitors of human SENP8 protease | Q96LD8 | purified SENP8, Z-RLRGG-aminoluciferin cleavage, luminescence | inhibition, % at 10 µM | 330,000 compounds, 1.2% hits | AID 2540; in the data active = inhibition above about 50%
PfGluPho inh: PfG6PD (Plasmodium falciparum) enzyme inhibition | PfGluPho enzyme, NADPH resazurin-diaphorase fluorescence | inhibition, % at 20 µM | 350,000 compounds, 0.78% hits | AID 504690;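 active = inhibition reaching at least a set limit at 20 µM in the primary screen, cut at about 59% in these data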;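 note: 0% = DMSO wells with substrate and 100% = DMSO wells lacking glucose-6-phosphate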
SENP1 inh: inhibitors of human SENP1 SUMO protease catalytic domain; Q9P0U3; recombinant SENP1 catalytic domain, CyPet-SUMO1-YPet FRET cleavage; inhibition, % at 10 µM; 360,000 compounds, 0.21% hits; AID 624204;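 active = inhibition at least 30% at 10 µM, raw YFP signal under a set limit, fluorescence ratio 0.5 to 1.5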;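 note: 0% = enzyme with DMSO and 100% = no enzyme wells; some results filed as inactive read as strong as hits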
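Assay system: hSENP1 catalytic domain, recombinant. Amount: SENP1 enzyme, 20 pM final. Schedule: 50 min reaction, RT, dark. Technique: FRET, CFP and YFP emission. Control set: no-enzyme wells low, DMSO-plus-enzyme wells high control.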
NLRP3 yeast inh: inhibitors of NALP3 inflammasome in yeast; AID 2825; inhibition, % at 10 µM; 330,000 compounds, 0.39% hits; Yeast reconstituted NLRP3/ASC/caspase-1, beta-gal luminescence, 24 h;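 active = inhibition of 50% or more; inactive = inhibition below 50%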;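 note: plate controls were induced DMSO wells for no effect and uninduced yeast grown without galactose for full effect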
Apaf-1 inh: blocks human Apaf-1 apoptosome activity; reconstituted apoptosome caspase-3 activity, DEVD-Rh110 fluorescence; inhibition, % at 20 µM; 330,000 compounds, 0.71% hits; AID 489030; active = inhibition of at least 40% at 20 µM;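 note: plate controls were DMSO wells for no effect and DEVD-CHO caspase inhibitor wells for full effect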
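System – cell-free apoptosome with Apaf-1, procaspase-3 and caspase-9 · Buffer or medium – pH 7.5 Hepes buffer with CHAPS, BSA, DTT · Also added – cytochrome c with DEVD-Rh110 · Times – 30 min compound preincubation, 50 min activation, room temperature · Technique – Rh110 fluorescence intensity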
HKDC1 inhibitor: HKDC1 (human) hexokinase inhibition | 340,000 compounds, 0.16% hits | recombinant HKDC1, G6PDH/diaphorase resazurin coupled fluorescence | inhibition, % at 20 µM;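 active = inhibition above about 35% when tested at 20 µM, limit read from the data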;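 note: plate controls were DMSO wells with enzyme for no effect and DMSO wells lacking enzyme for full effect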
Target sequence (Q2TB90 whole entry, looked up): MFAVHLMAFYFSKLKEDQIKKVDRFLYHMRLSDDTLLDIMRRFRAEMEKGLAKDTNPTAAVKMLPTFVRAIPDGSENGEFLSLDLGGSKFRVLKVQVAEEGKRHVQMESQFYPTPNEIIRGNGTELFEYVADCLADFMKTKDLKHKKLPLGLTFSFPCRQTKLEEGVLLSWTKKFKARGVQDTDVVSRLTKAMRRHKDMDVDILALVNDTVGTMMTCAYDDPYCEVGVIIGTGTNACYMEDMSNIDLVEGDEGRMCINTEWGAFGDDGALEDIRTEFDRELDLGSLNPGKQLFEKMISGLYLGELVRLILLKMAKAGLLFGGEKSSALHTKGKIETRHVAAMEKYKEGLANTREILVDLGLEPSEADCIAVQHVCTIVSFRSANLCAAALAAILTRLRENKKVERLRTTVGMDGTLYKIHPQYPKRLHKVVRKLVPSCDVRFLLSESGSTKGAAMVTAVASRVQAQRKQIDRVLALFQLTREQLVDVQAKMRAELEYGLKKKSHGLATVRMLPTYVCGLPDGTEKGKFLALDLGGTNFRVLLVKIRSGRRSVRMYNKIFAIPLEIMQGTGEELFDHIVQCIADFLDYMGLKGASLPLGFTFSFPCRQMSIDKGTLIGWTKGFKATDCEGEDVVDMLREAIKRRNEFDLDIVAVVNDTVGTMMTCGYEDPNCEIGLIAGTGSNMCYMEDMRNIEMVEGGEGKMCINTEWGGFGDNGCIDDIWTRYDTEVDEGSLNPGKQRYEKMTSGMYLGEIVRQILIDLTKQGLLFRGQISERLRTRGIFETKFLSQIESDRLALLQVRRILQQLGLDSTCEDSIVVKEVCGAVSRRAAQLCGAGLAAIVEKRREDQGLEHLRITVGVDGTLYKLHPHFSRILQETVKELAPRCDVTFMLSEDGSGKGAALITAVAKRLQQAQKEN
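test system = in-house recombinant HK5 (HKDC1) enzyme | amount = HKDC1 at 5 µg/mL | control set = DMSO-enzyme wells negative, buffer-substituted wells positive | compound = one dose of 20 µM, 1% DMSO | schedule = reaction time 90 min, room temperature, protected from light | technique = resorufin fluorescence at 613 nm | reagent = glucose with 1 mM ATP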
* marks the source's active call; other numbers are inactive results; · = not tested or not shown.

SMILES	SENP7 block	SENP6 block	SENP8 block-1	SENP8 block-2	PfGluPho inh	SENP1 inh	NLRP3 yeast inh	Apaf-1 inh	HKDC1 inhibitor
CC(=O)Nc1ccc(S(=O)(=O)NCCC(=O)OCc2ccccc2F)cc1	-7	-21	16	-10	-4	1	5	5	2
COC(=O)COc1ccc(/C=N/NC(=O)CN(c2ccccc2OC)S(=O)(=O)c2ccccc2)cc1	12	-38	19	-11	-1	0	14	15	-1
O=C(NNC(=O)c1cccc(C(F)(F)F)c1)c1ccncc1	3	-15	20	-6	-4	3	4	0	0
CC(C)N1CCN(S(=O)(=O)c2ccccc2)CC1	3	-28	6	-1	9	-2	18	-19	-7
O=C(Nc1ccccc1C(=O)O)/C(=C/c1ccc([N+](=O)[O-])cc1)NC(=O)c1ccc(Br)o1	-5	-19	8	-6	24	3	6	14	1
NS(=O)(=O)c1cc(C(=O)OCC(=O)Nc2ccc(N3CCCCC3)cc2)ccc1Cl	4	-3	24	-2	4	3	6	-21	-3
CC(=O)c1cccc(OCC(=O)NC2CCCCCC2)c1	2	0	5	6	2	1	20	-3	-4
CCOCCCNCc1ccc(Cl)cc1	8	3	2	3	1	3	25	-3	-10
Cc1nn(CC(=O)OCC(=O)NC(C)c2ccccc2)c(C)c1[N+](=O)[O-] (stereo not drawn)	0	-8	1	0	-9	2	-5	9	-4
CN(C(=O)Nc1ccc(S(=O)(=O)N(C)C)cc1)C1CCCCC1	-5	-19	20	-12	-9	0	-14	0	0
CNc1nc(-c2ccc3c(c2)CCN3C(=O)CC(C)(C)C)c(C)s1	-8	5	-349	-7	16	-20	27	19	-2
Cc1cc(C)nc(SCC(=O)c2ccc(F)cc2)n1	12	2	13	-9	-1	-4	14	1	-3
COc1cccc(-c2nnc(SCC(=O)Nc3ccc4c(c3)OCCO4)n2Cc2ccco2)c1	3	-10	20	-6	-9	1	7	28	9
Cc1cc2c3ccccc3ncn2n1	8	6	-41	6	-5	3	10	-3	-8
Cc1cccc(NC(=O)c2cc(NC(=O)C3CCCCC3C(=O)O)ccc2N2CCCCC2)c1 (stereo not drawn)	4	-5	-92	10	3	2	5	20	10

Retrieved by compound from above (2):
SMILES	SENP7 block	SENP6 block	SENP8 block-1	SENP8 block-2	PfGluPho inh	SENP1 inh	NLRP3 yeast inh	Apaf-1 inh	HKDC1 inhibitor
Cc1nn(CC(=O)OCC(=O)NC(C)c2ccccc2)c(C)c1[N+](=O)[O-] (stereo not drawn)	0	-8	1	0	-9	2	-5	9	-4
Cc1cccc(NC(=O)c2cc(NC(=O)C3CCCCC3C(=O)O)ccc2N2CCCCC2)c1 (stereo not drawn)	4	-5	-92	10	3	2	5	20	10

Some values from the results shown:
In SENP8 block-2, Cc1cc2c3ccccc3ncn2n1 is entered as 6
In Apaf-1 inh, CC(C)N1CCN(S(=O)(=O)c2ccccc2)CC1 is entered as -19
In HKDC1 inhibitor, O=C(Nc1ccccc1C(=O)O)/C(=C/c1ccc([N+](=O)[O-])cc1)NC(=O)c1ccc(Br)o1 is entered as 1
In NLRP3 yeast inh, CCOCCCNCc1ccc(Cl)cc1 is entered as 25
In SENP8 block-2, CN(C(=O)Nc1ccc(S(=O)(=O)N(C)C)cc1)C1CCCCC1 is entered as -12

Continued.
SMILES	SENP7 block	SENP6 block	SENP8 block-1	SENP8 block-2	PfGluPho inh	SENP1 inh	NLRP3 yeast inh	Apaf-1 inh	HKDC1 inhibitor
COc1cc(C(=O)N2CCN(Cc3ccc4c(c3)OCO4)CC2)c([N+](=O)[O-])cc1OC	1	4	2	-2	-9	2	4	-13	-1
CCOC(=O)CNC(=S)N(Cc1ccc(C)cc1)Cc1ccc(C)o1	0	7	11	-2	-12	0	14	3	12
CCN(CC)S(=O)(=O)c1cc(NS(=O)(=O)c2c(Cl)cccc2Cl)ccc1C	0	0	10	1	-24	1	1	15	-1
CCOc1ccc(/C=c2\sc3nc(-c4ccco4)nn3c2=O)cc1OCC	-1	-9	-32	-8	1	-5	8	12	1
O=S(=O)(Nc1ccc(N2CCOCC2)cc1)c1ccc(F)cc1	-12	3	17	-1	1	1	-6	2	3
CC(=O)Nc1sc(C)c(C)c1C(=O)OCC(=O)NCc1ccc(Cl)cc1	-1	-12	-88	12	7	1	9	-16	5
Cc1noc(C)c1C(=O)OCC(=O)Nc1ccccc1Oc1ccccc1	-1	3	17	-4	-15	1	26	4	-10
O=c1ccc2ccc(Oc3ccc([N+](=O)[O-])cc3[N+](=O)[O-])cc2o1	5	-13	·	-2	·	·	31	3	·
COc1ccc(/C=C2\SC(=S)N(CC(=O)N3CCN(C)CC3)C2=O)cc1	-6	-33	31	-13	1	-34	19	19	-1
Cc1ccc(C(C(=O)NC2CCCC2)N(Cc2ccc(F)cc2)C(=O)c2csnn2)o1 (stereo not drawn)	-4	-7	21	-7	-4	0	11	12	-1
COc1ccc(C(=O)N2CCN(c3ccc(C)cc3)CC2)cc1OC	-3	-16	3	-5	14	0	-6	-5	-6
COc1cc2[nH]c(C(=O)N3CCc4ccccc4C3)cc2c(OC)c1OC	10	-1	-120	-10	1	-1	14	0	2
O=C(NCc1ccccc1)c1ccc(NC(=O)C2CCCC2)cc1	·	·	3	·	9	2	·	·	-6
N#Cc1cccnc1Oc1ccccc1	-4	1	20	1	4	-1	13	-4	-3
CC(C)OC(=O)n1c(=S)oc2ccccc21	0	-8	19	-2	-6	2	-4	-16	17

An excerpt from above in order of their number in SENP6 block, largest number first.
| canonical_smiles | SENP7 block | SENP6 block | PfGluPho inh | SENP1 inh | NLRP3 yeast inh | HKDC1 inhibitor |
| --- | --- | --- | --- | --- | --- | --- |
| CCOCCCNCc1ccc(Cl)cc1 | 8 | 3 | 1 | 3 | 25 | -10 |
| Cc1ccc(C(C(=O)NC2CCCC2)N(Cc2ccc(F)cc2)C(=O)c2csnn2)o1 (stereo not drawn) | -4 | -7 | -4 | 0 | 11 | -1 |
| COc1cccc(-c2nnc(SCC(=O)Nc3ccc4c(c3)OCCO4)n2Cc2ccco2)c1 | 3 | -10 | -9 | 1 | 7 | 9 |
| CC(=O)Nc1sc(C)c(C)c1C(=O)OCC(=O)NCc1ccc(Cl)cc1 | -1 | -12 | 7 | 1 | 9 | 5 |
| O=c1ccc2ccc(Oc3ccc([N+](=O)[O-])cc3[N+](=O)[O-])cc2o1 | 5 | -13 | · | · | 31 | · |
| O=C(NNC(=O)c1cccc(C(F)(F)F)c1)c1ccncc1 | 3 | -15 | -4 | 3 | 4 | 0 |
| COc1ccc(C(=O)N2CCN(c3ccc(C)cc3)CC2)cc1OC | -3 | -16 | 14 | 0 | -6 | -6 |

New compounds follow:
SMILES	SENP7 block	SENP6 block	SENP8 block-1	SENP8 block-2	PfGluPho inh	SENP1 inh	NLRP3 yeast inh	Apaf-1 inh	HKDC1 inhibitor
CC1CC(C)CN(C(=O)C(NS(=O)(=O)c2ccc(Br)s2)c2ccccc2)C1 (stereo not drawn)	-1	4	20	5	11	0	-12	28	1
CCN(CC)S(=O)(=O)c1cccc(C(=O)OCC(=O)C23CC4CC(CC(C4)C2)C3)c1	-7	-10	17	-7	1	1	9	19	-5
O=C(CSc1c(Cl)cccc1Cl)NC1CCCc2ccccc21 (stereo not drawn)	-2	-11	3	-13	21	1	12	1	-9
NCCc1nnc(SCc2ccccc2Cl)o1	2	-14	17	-12	-9	0	73*	0	1
CC(C)N(C(=O)CSc1nc(Cc2ccccc2)nc2ccccc12)C(C)C	-4	14	-11	1	-6	1	1	6	1
COc1ccc(C(=O)/C=C/Sc2nc3ccccc3o2)cc1	3	-18	14	-24	27	-1	13	-11	38*
Cc1ccc(-n2cnc(=O)c3cccnc32)cc1	5	-7	20	6	-4	-1	7	7	0
CC(C)n1c(N2CCN(CC(=O)NCc3cccs3)CC2)nc2ccccc21	-9	-16	26	0	5	-1	8	7	-1
CC1CC(C)CN(CCCNC(=O)Cn2ncc3c([nH]c4ccccc43)c2=O)C1 (stereo not drawn)	2	-3	-47	-4	10	0	-1	-2	5
COc1ccc(CCN2C(=NC(=O)CC(C)C)SC3CS(=O)(=O)CC32)cc1OC (stereo not drawn)	-3	-5	11	-9	7	0	1	-2	-1
CC(=O)c1ccc(OC(=O)C2CSC3(C)CCC(=O)N23)cc1 (stereo not drawn)	-5	5	4	-8	-14	2	2	3	-3
O=C(CC(c1ccccc1)c1cc(Br)ccc1O)N1CCCC1 (stereo not drawn)	8	-17	0	1	-2	1	14	9	-3
CC(=O)C1=C(c2ccccc2)NC(=O)NC1c1ccccc1OCC(=O)Nc1ccccc1 (stereo not drawn)	0	-1	26	3	-7	1	3	12	-1
O=C(N/N=C/c1ccc(OC(=O)c2cccc(F)c2)cc1)c1cccnc1	13	36	-2	24	8	3	-2	1	7
COc1ccc(C(=S)NC2CCCCC2)cc1	7	-2	23	-5	57	-1	-4	1	-12

Some of the entries above, set out differently:
Molecule,SENP7 block,SENP6 block,SENP8 block-1,SENP8 block-2,PfGluPho inh,SENP1 inh,NLRP3 yeast inh,Apaf-1 inh,HKDC1 inhibitor
CC(=O)Nc1ccc(S(=O)(=O)NCCC(=O)OCc2ccccc2F)cc1,-7,-21,16,-10,-4,1,5,5,2
O=C(CC(c1ccccc1)c1cc(Br)ccc1O)N1CCCC1 (stereo not drawn),8,-17,0,1,-2,1,14,9,-3

New compounds follow:
SMILES	SENP7 block	SENP6 block	SENP8 block-1	SENP8 block-2	PfGluPho inh	SENP1 inh	NLRP3 yeast inh	Apaf-1 inh	HKDC1 inhibitor
C=CCn1c(=O)c(C(=O)Nc2cccnc2)c(O)c2ccccc21	3	-15	-16	-2	-12	-4	32	3	-3
OCC#CCSc1nnc(-c2ccc(Br)cc2)o1	5	-13	35	-6	11	3	11	2	-1
CCCSc1nc(C)c2cc(C)cc(C)c2n1	-1	2	-60	-1	21	-1	6	10	4
CC(=O)Nc1sc2c(c1-c1nc3ccccc3s1)CCN(C(C)C)C2	9	2	-467	9	45	-32	-12	30	25
CC(=O)c1cccc(NC(=O)CSc2nnc(C(C)N(C)C)n2Cc2ccccc2)c1 (stereo not drawn)	-7	-35	7	-2	10	0	4	17	-2
CCN(c1cccc(C(F)(F)F)c1)S(=O)(=O)c1ccc2c(c1)CCN2C(=O)C1CC1	5	-7	15	1	6	0	19	17	2
COc1ccc(CC(=O)Nc2cccc(/C(C)=N/NC(=O)c3cccc([N+](=O)[O-])c3)c2)cc1	-11	0	22	6	-7	1	10	3	2
Cn1c(=O)cc(Cl)[nH]c1=O	-11	-8	20	4	-8	2	15	-3	12
CC(Oc1ccccc1)c1nnc(SCC(=O)NC2CC2)n1C (stereo not drawn)	-6	-14	9	-12	4	0	9	4	1
CCC1C(=O)NCCN1C(=O)c1cccc(OC2CCN(S(=O)(=O)N(C)C)CC2)c1 (stereo not drawn)	1	9	4	-5	-4	0	22	-19	-2
COc1cccc(-n2ccnc2SCC(=O)Nc2ccccc2)c1	-2	-4	17	-1	-17	2	26	-7	-1
COc1cc(OC)c(OC)cc1CNCCNC(=O)c1nonc1N	2	-5	14	1	2	3	2	-3	-2
C/C(CC(=O)NCCN1CCOCC1)=N\NC(=O)c1ccncc1	-5	-16	13	-9	11	1	11	-2	-5
Cc1ccc(NC(=O)c2ccc(Cl)c(NC(=O)c3cccs3)c2)cc1	-6	0	-4	2	24	-1	46	8	3

Screening results from PubChem BioAssay.
